# ELG1 genotoxic: inducers of genotoxicity in HEK293T ELG1-luciferase cells | AID 504466 | Potency, µM (highest dose often 46 µM), without a hit: at the top dose activity change, positive = activation, usual class: activators | 330,000 tested, 1.3% active | HEK293T ELG1-luciferase reporter, luminescence, 16 h; also: potency is read from the fitted curve at half-maximal effect; % of control where 0% means no effect; nearly all actives have a fitted effect of over 60% in size
#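 Genotoxicity was scored as increased ELG1-luciferase reporter signal, measured by ONE-Glo luminescence (30 min, room temperature). Compound or vehicle exposure of the HEK293T reporter cells lasted 16 hr at 37°C.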
# p53 reactivator: mutant p53 re-activation in reporter cells | H1299 p53-A138V BP100-luciferase reporter, luminescence, 24 h | Potency, µM (titrated, usually from 92.2 µM), for inactives: at the highest dose activity change, positive = activation, hits mostly activators | 320,000 tested, 0.063% active; also: potency is read from the fitted curve at half-maximal effect; % of control where 0% means no effect; nearly all actives have a fitted effect of over 45% in size
#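 p53-null H1299 cells stably carrying temperature-sensitive p53-A138V and a BP100-luciferase reporter were pinned with compounds (4-point, 1:5 series) and held 24 hrs at 37 deg C. Luminescence was read 10 min after detection reagent.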
# Integrin act MD: activates integrin-mediated alleviation for muscular dystrophy; alpha7betagal myoblasts, beta-gal FDG fluorescence, 48 h; Potency, µM (top dose mostly 38.3 µM), without a hit: at the top dose activation, usual class: activators; 350,000 tested, 0.064% active; AID 624291;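 also: potency is read from the fitted curve at half-maximal effect; 100% = response of the positive control SU9516; nearly all actives have a fitted effect of over 60% in size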
#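 Alpha7betagal+/- myoblasts (passage 13) were plated 16-24 hr, then exposed to compounds (1:260 dilution of DMSO stock) for 48 hours at 37C. After MPER lysis, β-galactosidase reporter activity was read as FDG fluorescence (ex 480/em 540) after 30 minutes.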
# USP2a inh: inhibitors of human ubiquitin-specific protease USP2a; O75604; USP2 core, Ub-CHOP2 coupled fluorogenic reporter, 485/531; Potency, µM (doses to about 38.3 µM), for inactives: top-dose activity change, negative = inhibition, actives largely listed as inhibitors; 330,000 tested, 0.01% active;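 also: potency is read from the fitted curve at half-maximal effect; plate controls were DMSO wells for no effect and full inhibition by NEM control for full effect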
#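 Cell-free coupled assay: 10nM USP2 core preincubated 30min RT with compound in Tris-HCl pH 8.0/CaCl2/CHAPS buffer, then 25nM Ub-CHOP2 and 25nM reporter substrate; fluorescence (Ex 485/Em 531) read after 60min RT, normalized to NEM inhibition, concentration-response curves fitted.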
# TSG101-PTAP inh: blocks PTAP/TSG101 interaction to inhibit HIV-1 budding | Fluorescence polarization, FITC-PTAP peptide / Tsg101 binding | Q99816 | Potency, µM (series often up to 115 µM), without a hit: top-dose activity change, negative = inhibition, most hits filed as inhibitors | AID 493005 | 340,000 tested, under 10 active; active = well fitted inhibition curve with a large enough effect in the main read-out, with a control signal flat, not every such curve was filed as active; inconclusive = small, poorly fitted or top-dose-only effect, or effect the other way, or a change in a side signal; inactive = no such curve, though single readings can be large or run the other way; also: potency is read from the fitted curve at half-maximal effect; % of control where 0% means no effect
# Target sequence (Q99816 whole entry, looked up): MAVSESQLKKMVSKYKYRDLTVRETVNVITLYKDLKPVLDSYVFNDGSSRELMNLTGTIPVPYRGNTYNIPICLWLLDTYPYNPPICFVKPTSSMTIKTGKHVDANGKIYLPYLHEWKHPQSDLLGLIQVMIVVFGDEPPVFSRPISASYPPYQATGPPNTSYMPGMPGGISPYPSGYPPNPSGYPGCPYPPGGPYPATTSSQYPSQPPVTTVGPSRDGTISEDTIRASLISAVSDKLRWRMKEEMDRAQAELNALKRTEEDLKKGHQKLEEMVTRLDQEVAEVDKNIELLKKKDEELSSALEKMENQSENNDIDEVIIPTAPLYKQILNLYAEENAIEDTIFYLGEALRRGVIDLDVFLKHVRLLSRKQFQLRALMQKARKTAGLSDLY
#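 Fluorescence anisotropy tracks displacement of a FITC-tagged PTAP peptide (50 nM) from the Tsg101 binding domain (10 uM), following a 20 min room-temperature incubation at pH 7.5.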
# B2AR arrestin: agonists driving beta-arrestin recruitment to human beta2-adrenergic receptor | P07550 | beta-arrestin recruitment to beta2AR, cell-based reporter | Potency, µM (highest dose often 46.1 µM), without a hit: at the top dose activation, usual class: activators | 330,000 tested, 0.02% active | AID 492947;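 also: potency is read from the fitted curve at half-maximal effect; 0% = DMSO controls and full agonism = EC100 isoproterenol or metaproterenol; nearly all actives have a fitted effect of over 65% in size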
# TRPV1 agonist: agonists of human vanilloid receptor 1 (TRPV1). activation, % at 8.33 µM. AID 540275. Q8NER1. TRPV1-expressing cells, Fluo-8 calcium influx, agonist mode. 320,000 tested, 0.19% active; in the data active = activation above about 80%; inconclusive = between about 30% and that limit; also: 0% is about no effect
#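 Fluo-8 calcium influx in TRPV1-expressing cells, kinetic read (ex 480/em 520 nm). Compound added and read 3 min for agonist activity, followed by capsaicin at EC20 final and 2 min further read for enhancement.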
# Eya2 inh: blocks the phosphatase activity of human Eya2; recombinant Eya2, OMFP fluorescence dephosphorylation (OMFP is methylfluorescein phosphate); Potency, µM (highest dose often 76.9 µM), for inactives: at the highest dose activity, negative = inhibition, most hits filed as inhibitors; 330,000 tested, 0.006% active; also: potency is read from the fitted curve at half-maximal effect; % is scaled to controls: 0 for no effect and ±100 for the full control effect
#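 Eya2 protein (added as 0.2 uM solution) was preincubated with compound for 10 min at ambient temperature in 50 mM HEPES pH 7.5, 50 mM NaCl, 5 uM MgCl2, 0.05% BSA, 1 mM DTT. OMFP (added at 50 uM) then reacted 10 min; fluorescence read at 485/525 nm.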
# uPA generation: inhibitors of cell surface uPA generation | Potency, µM (top dose mostly 38.3 µM), without a hit: at the top dose activity change, negative = inhibition, hits mostly inhibitors | cell surface uPA generation assay, qHTS | 330,000 tested, 0.31% active; active = well fitted inhibition curve with a large enough effect; inconclusive = small, poorly fitted or top-dose-only effect; inactive = no such curve, though single readings can be large or run the other way; tested in mouse RAW 264.7 cells; also: potency is read from the fitted curve at half-maximal effect; % is scaled to controls: 0 for no effect and ±100 for the full control effect; nearly all actives have a fitted effect of over 55% in size
# BRCA1 expr act: BRCA1 expression activation; 380,000 tested, 1.1% active; MCF7-BRCA1-FFLuc reporter, luminescence, 48 h; response scale: scaled: vehicle 0%, 10 µM genistein 100%; Potency, µM (titrated, usually from 46.1 µM), inactives show top-dose activation, hits mostly activators; also: potency is read from the fitted curve at half-maximal effect; nearly all actives have a fitted effect of over 80% in size; some results filed as inactive show a strong effect at the top dose
#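 MCF7-BRCA1-FFLuc, 2000 cells/well; 2 h attach, 37 °C/5% CO2; compound 48 h; luciferase substrate 15 min; luminescence end-point. Norm. to genistein 10 microM max activation and DMSO; concentration-response curves fitted.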
# S-ASM inh: inhibitors of human secretory acid sphingomyelinase. P17405. placental ASM, HMU-PC fluorogenic substrate, 60 min. Potency, µM (doses to about 57.5 µM), for the others: at the highest dose activity change, negative = inhibition, hits mostly inhibitors. 340,000 tested, 0.006% active. AID 504937; also: potency is read from the fitted curve at half-maximal effect
# Target sequence (P17405 47-631 limits assumed): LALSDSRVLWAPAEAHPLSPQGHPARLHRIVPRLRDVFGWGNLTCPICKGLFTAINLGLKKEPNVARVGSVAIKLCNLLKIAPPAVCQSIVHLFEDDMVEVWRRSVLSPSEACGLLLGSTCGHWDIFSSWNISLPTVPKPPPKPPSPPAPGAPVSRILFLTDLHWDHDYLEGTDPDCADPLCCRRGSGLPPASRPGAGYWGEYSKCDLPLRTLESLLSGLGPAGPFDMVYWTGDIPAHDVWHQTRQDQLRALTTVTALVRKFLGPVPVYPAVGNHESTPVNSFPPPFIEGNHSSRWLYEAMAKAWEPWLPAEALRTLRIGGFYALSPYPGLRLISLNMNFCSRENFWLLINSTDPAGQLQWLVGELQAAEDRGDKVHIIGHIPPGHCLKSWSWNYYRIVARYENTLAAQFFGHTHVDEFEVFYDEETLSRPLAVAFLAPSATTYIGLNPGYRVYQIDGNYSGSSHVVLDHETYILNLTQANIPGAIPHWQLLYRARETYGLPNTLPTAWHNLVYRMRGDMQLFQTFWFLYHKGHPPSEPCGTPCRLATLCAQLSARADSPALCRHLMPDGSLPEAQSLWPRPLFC
#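 HMU-PC0 cleavage (9 uM final) by human placental ASM, 60 min at 37 °C following 10 min compound exposure at RT; stopped at pH 10, fluorescence Ex 386/Em 447 nm.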
# Starred values were filed as active, the others as inactive; u = inconclusive; x = not tested or not shown; [ ] = remark or other dose. Unless noted, calls follow the shape of the dose curve; as a rule, active = well fitted curve in the direction sought with a large enough effect; inconclusive = small, poorly fitted or top-dose-only effect, or another doubt; inactive = no such curve, though single readings can be large; an effect the other way counts as inactive or inconclusive.
SMILES,ELG1 genotoxic,p53 reactivator,Integrin act MD,USP2a inh,TSG101-PTAP inh,B2AR arrestin,TRPV1 agonist,Eya2 inh,uPA generation,BRCA1 expr act,S-ASM inh
CC(=O)OCc1nc2sc3c(c2c(=O)[nH]1)CCCC3,-1%,-1%,4%,-4%,-1%,0.2%,-2,1%,-2%,-8%,3%
COc1ccc(COCCN2CCN(S(=O)(=O)c3ccc(C)cc3)CCC2=O)cc1,1%,8%,-6%,5%,-8%,-0.3%,10,-3%,9%,-16%,0%
COc1cccc(Nc2nc(CN3CCOCC3)nc3sc4c(c23)CCCC4)c1,-3%,-19%,4%,5%,-3%,0.3%,u,-5%,1%,-47%,-3%
COc1ccc(-c2oc3ccc(-c4cc(OC)c(OC)c(OC)c4)cc3c2C#Cc2ccccn2)cc1,-3%,-1%,-45%,6%,-5%,-0.2%,x,-3%,0%,-4%,x
COc1cc(OC)cc(-c2nnc(NC(=O)Cc3ccc(F)cc3)o2)c1,-1%,-4%,-11%,0%,-3%,0.5%,12,u,u,5%,1%
c1c2c(cc3sc(N4CCOCC4)nc13)OCCO2,0.33µM*,-14%,-12%,-1%,-3%,-0.8%,1,2%,-10%,-94%[inhibitor],-3%
O=C(CN1CCN(c2ccc(F)cc2)CC1)N1CCC(Cc2ccccc2)CC1,-9%,-3%,-12%,1%,-1%,-0.1%,5,-27%,1%,-18%,2%
O=C(NCc1ccco1)/C(=C/c1ccc([N+](=O)[O-])cc1)NC(=O)c1ccco1,3%,5%,7%,1%,-3%,0.2%,1,8%,-1%,-19%,0%
O=C(NC(=S)Nn1cnnc1)c1ccccc1Cl,-4%,-2%,35%,2%,-2%,-0.1%,1,1%,1%,0%,2%
CN(Cc1ccccc1)S(=O)(=O)c1ccc(Cl)c(C(=O)NCc2cccnc2)c1,-7%,-8%,-6%,-1%,-9%,-0.2%,3,0%,-2%,-8%,1%
CCCN1C2CCCC1CC(NC(=O)c1ccc(C(C)(C)C)cc1)C2 (stereo unspecified),-11%,x,-22%,2%,-2%,-0.5%,18,7%,u,16%,0%
CCc1ccc(/C=C2/C(=O)N(C)C(=S)N2CC(=O)OC)s1,3%,5%,-29%,9%,u,0.4%,7,-4%,-49%,-19%,-6%
COc1cc(/C=C(\C#N)c2nc3ccccc3[nH]2)ccc1OC(=O)c1ccco1,u,u,19%,1%,1%,-0.5%,7,-20%,-7%,21%,121%[activator]
COc1ccc(C(C)=O)cc1CSCCC#N,7%,2%,5%,-2%,-4%,0.4%,-2,3%,3%,2%,3%
CNC(=O)c1ccsc1NC(=O)CCS(=O)(=O)c1ccc(C)cc1,1%,19%,-1%,1%,-5%,-0.4%,-1,-39%,0%,-34%,4%
Cc1cc2ncc(-c3ccccc3)nc2cc1C,1.6µM*,u,u,5%,-1%,0.7%,5,-1%,-8%,u,0%
COC(=O)CCN(C(=O)c1cc([N+](=O)[O-])cc([N+](=O)[O-])c1)c1ccccn1,-1%,4%,2%,1%,-3%,-0.1%,0,-7%,1%,-7%,-3%
CSc1nnc2c(n1)OC(c1cn(C)c3ccccc13)N(C(C)=O)c1ccccc1-2 (stereo unspecified),5%,-3%,22%,4%,-4%,-0.2%,-3,-22%,-1%,0%,-2%
Cc1ccc(-c2csc(NC(=O)c3cccs3)n2)cc1,11%,u,-3%,-1%,0%,0.0%,u,6%,2%,u,-15%
O=C(NCC1CCCO1)C(=O)N/N=C/c1cccc(Cl)c1 (stereo unspecified),-3%,14%,-8%,0%,-1%,-0.3%,0,8%,-5%,-5%,-3%
c1cc(-n2nnc3cnccc32)ccn1,-1%,u,9%,-3%,-7%,-1.2%,0,-2%,19%,21%,1%
O=c1cc(-c2ccc(O)cc2)oc2cc(O)cc(O)c12,x,x,x,x,-1%,x,x,-14%,-30%,22µM*,-4%
Cc1nc2ccccc2c2oc(C(=O)N3CCc4ccccc4C3)cc12,-18%,2%,12%,3%,-3%,0.2%,17,9%,1%,-17%,-8%
CCN(CC)c1ccc(-c2n[nH]c(=S)n2-c2ccccc2C)cc1,-5%,10%,-7%,-8%,0%,-0.3%,-7,4%,-23%,-1%,-4%
O=C(/C=C/c1c(F)cccc1Cl)NCCCN1CCOCC1,15%,-3%,12%,2%,0%,-0.5%,11,0%,4%,8%,-4%
CC1CC(C)CN(C(=O)CN2C(=O)NC3(CCCCCC3)C2=O)C1 (stereo unspecified),4%,2%,-1%,-2%,-7%,-0.4%,x,3%,2%,0%,4%
Cc1ccc2sc(NC(=O)CN3C(=O)CCC3=O)nc2c1C,-6%,-2%,26%,0%,-6%,-1.8%,10,7%,-25%,0%,-4%
CN(C(=O)C1CCOC1)c1nnc(-c2cnccn2)s1 (stereo unspecified),8%,11%,23%,2%,1%,0.4%,x,8%,1%,3%,5%
CCNC(=O)N(C)c1nncnc1C(=O)NC,3%,-3%,-21%,1%,-1%,-0.1%,2,-12%,4%,1%,0%
COc1ccc(C(=O)N2CCCC(Nc3ccc(F)c(F)c3)C2)c(OC)n1 (stereo unspecified),0%,-13%,-2%,2%,-6%,0.3%,u,-11%,11%,1%,4%
O=C(NN1C(=O)C2C(c3ccccc3)C=CC(c3ccccc3)C2C1=O)c1ccncc1 (stereo unspecified),-2%,-5%,-11%,0%,-7%,-0.1%,u,-4%,-3%,-11%,-1%
Cc1nc(CSc2ccc(Cl)cc2)cc(N2CC(C)OC(C)C2)n1 (stereo unspecified),-2%,-8%,18%,2%,-1%,-0.8%,10,4%,0%,-13%,-2%
CC(C)[C@H](NC(=O)N1CCn2c1nc1ccccc12)C(=O)NCC1CCCO1 (stereo partly specified),0%,-9%,29%,0%,-3%,0.1%,5,u,-1%,-1%,0%
CCOc1ccccc1NC(=O)CCNS(=O)(=O)c1cccc2nsnc12,3%,4%,13%,-2%,-5%,0.0%,0,6%,0%,-7%,0%
COc1ccc(CCn2c(N)c(C(=O)NCc3ccco3)c3nc4ccccc4nc32)cc1,-2%,-8%,-21%,-3%,-3%,u,5,-2%,-11%,-59%,x
COCC(=O)/C=C1\Sc2ccccc2N1C,16%,3%,1%,3%,2%,-0.3%,2,-5%,-4%,31%,-2%

# Shown as a hit in BRCA1 expr act (from the list above):
SMILES | p53 reactivator | Integrin act MD | TSG101-PTAP inh | B2AR arrestin | TRPV1 agonist | Eya2 inh | uPA generation | BRCA1 expr act | S-ASM inh
O=c1cc(-c2ccc(O)cc2)oc2cc(O)cc(O)c12 | x | x | -1% | x | x | -14% | -30% | 22µM* | -4%

# Continuation:
SMILES,ELG1 genotoxic,p53 reactivator,Integrin act MD,USP2a inh,TSG101-PTAP inh,B2AR arrestin,TRPV1 agonist,Eya2 inh,uPA generation,BRCA1 expr act,S-ASM inh
CCC(=O)Nc1ccc(NC(=O)c2ccco2)c(OC)c1,u,u,2%,1%,-6%,-0.1%,-1,0%,1%,86%,-1%
CC(C)c1ccc(NC(=O)C(=O)c2cn(CC(=O)N3CCCCC3)c3ccccc23)cc1,-7%,0%,-8%,2%,-1%,-0.5%,2,-5%,6%,-4%,-16%
Cc1c(C(=O)Nc2cc(F)ccc2F)sc2nc3n(c(=O)c12)CCCCC3,16µM*,u,2%,2%,1%,0.1%,u,-4%,7%,u,0%
Cc1cccc(-n2c(N)cc(=O)nc2SC(C)C(=O)NC2CCCCC2)c1 (stereo unspecified),1%,3%,x,2%,x,0.2%,2,4%,x,x,x
O=C(CSc1n[nH]c(-c2ccncc2)n1)Nc1ccc(Br)cc1,-5%,4%,2%,-1%,x,-0.4%,-6,-6%,3%,-17%,-1%
O=C(Nc1nc(-c2cc3ccccc3oc2=O)cs1)c1ccc(Br)o1,4%,10%,9%,4%,-1%,-1.0%,11,2%,-11%,41%,95%[activator]
CCOCCCNC(=O)CCn1nc(-c2ccc(Cl)cc2)ccc1=O,0%,-2%,3%,-4%,0%,0.0%,-4,-11%,-86%,9%,3%
CN(C)S(=O)(=O)c1ccc(C(=O)NCC(=O)N/N=C/c2cccs2)cc1,0%,1%,-6%,-6%,-2%,0.2%,0,1%,0%,-14%,-2%
COCc1[nH]nc2c1C(c1c(F)cccc1Cl)C(C#N)=C(N)O2 (stereo unspecified),2%,-1%,-35%,-1%,-2%,0.2%,-2,10%,0%,-12%,-5%
CN(Cc1ccc(Cl)cc1)C(=O)CCl,-7%,-12%,-58%[inhibitor],2%,1%,-0.1%,-1,7%,7.9µM*,-76%,-1%

# Assay outcomes (PubChem BioAssay)
